NR2E3 ag-1 = human photoreceptor-specific nuclear receptor agonism | AID 602229 | 360,000 compounds, 0.35% hits | CHO-S Gal4-NCOR/VP16-NR2E3 two-hybrid, luciferase | Q9Y5X4 | inhibition of corepressor binding, % at 3.98 µM;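 active = inhibition above the mean of all tested compounds plus 3 SD, cut at about 70% in these data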;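 also: 0% = DMSO with NR2E3 transfected cells and 100% = cells lacking NR2E3 construct; higher means lower luciferase signal from less NR2E3 corepressor binding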
Target sequence (Q9Y5X4 whole entry, looked up, the tested form may be a part): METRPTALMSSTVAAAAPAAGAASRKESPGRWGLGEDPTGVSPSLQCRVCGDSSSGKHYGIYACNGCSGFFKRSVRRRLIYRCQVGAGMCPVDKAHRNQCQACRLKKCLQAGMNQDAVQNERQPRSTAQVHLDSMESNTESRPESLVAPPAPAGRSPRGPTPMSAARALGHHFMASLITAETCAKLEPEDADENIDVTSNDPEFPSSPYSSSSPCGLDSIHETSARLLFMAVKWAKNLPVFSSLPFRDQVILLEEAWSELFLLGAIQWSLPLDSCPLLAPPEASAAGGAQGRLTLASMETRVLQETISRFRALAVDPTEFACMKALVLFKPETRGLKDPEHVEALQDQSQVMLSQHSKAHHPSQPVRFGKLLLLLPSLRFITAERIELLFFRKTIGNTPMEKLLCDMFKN
LMP1 NFkB inh = Epstein-Barr LMP1 NF-kappaB reporter inhibition; LMP1-induced NF-kappaB luciferase reporter cells, luminescence; inhibition, % at 12.5 µM; 350,000 compounds, 0.69% hits; AID 504558; in the data active = inhibition above about 41%;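 also: 0% = neutral control wells and 100% = reference inhibitor control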
KKLEB tox = reduces viability of KKLEB cystic fibrosis airway cells; activity change (cytotoxicity), % at 5 µM; KKLEB CF airway cells viability, ATPlite luminescence, overnight; stronger effect = lower value; cells stimulated with P. aeruginosa culture filtrate; 360,000 compounds, 0.36% hits;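 active = corrected activity change at or below -50% at 5 µM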
Peg3 prom inh = Peg3 promoter activity inhibition; HeLa PEG-Prom luciferase reporter, luminescence, overnight; inhibition, % at 20 µM; 360,000 compounds, 1.7% hits;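 active = inhibition of at least 50% at 20 µM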
TRPM1 prom inh = inhibitors of MITF-driven TRPM1 promoter in melanoma cells. 330,000 compounds, 0.83% hits. SK-MEL-5 TRPM1 promoter luciferase, 24 h. inhibition, % at 12.5 µM;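 active = mean inhibition across replicates of 60% or more, whatever share of single replicates reaches that level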; also: values of inactives mirror those of a sister screen read the other way
HIF-2a block = blocks HIF-2a reporter activity; 786-0 RCC cells HIF-2a reporter, luciferase luminescence, overnight; inhibition, % at 18.8 µM; 360,000 compounds, 0.72% hits;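 active = inhibition of the luminescence signal of 40% or more relative to plate controls, in a single-dose primary screen at 18.75 µM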
Shn3 inh set2 = reduces Shn3 3'UTR luciferase signal in osteoblasts; Clone20 osteoblast Shn3 3'UTR firefly luciferase, 24 h; inhibition, % at 12.5 µM; 360,000 compounds, 0.52% hits;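 active = mean inhibition of at least 75% with every replicate also reaching 75%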;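 also: 0% = median of neutral control wells and 100% = pilot-screen positive control compound; some compounds past the cut are filed as inactive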
hiPSC survival = increases survival of single human iPS cells. hiPSC single-cell survival, ATPlite luminescence; 100% = ROCK inhibitor wells, 0% = DMSO. 360,000 compounds, 0.044% hits. survival enhancement, % at 20 µM. AID 602274; in the data active = survival enhancement above about 18%;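 also: cells exposed to compounds for 16 hours before the ATP read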
TRAIL sens C8 = sensitizes caspase-8 expressing cells to TRAIL; NB7+C8 cells + TRAIL, ATPlite viability luminescence; inhibition (viability loss, TRAIL sensitization), % at 10 µM; 360,000 compounds, 1% hits; AID 624354;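 active = compounds causing at least 50% loss of cell viability in the single-dose screen, relative to plate controls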
CF NFkB inh = blocks PAF-induced NF-kB reporter in cystic fibrosis cells; 360,000 compounds, 0.86% hits; inhibition, % at 5 µM; KKLEB NF-kB-GFP reporter, GFP fluorescence overnight;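 active = at least 50% inhibition at 5 µM, scaled per plate between neutral and stimulator controls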;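 also: PAF is a Pseudomonas aeruginosa culture filtrate used as stimulus; plate controls were PAF-stimulated DMSO wells for no effect and unstimulated DMSO wells for full effect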
NR2E3 ag-2 = NR2E3 (human) agonism. Q9Y5X4. 320,000 compounds, 0.12% hits. GST-NR2E3/biotin-RetCOR TR-FRET, 1536-well. AID 2300. inhibition of corepressor binding, % at 4.78 µM;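 active = percent inhibition above the cutoff of mean plus 3 SD of all tested compounds, set per screening campaign, cut at about 20% in these data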;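 also: 0% = DMSO wells and 100% = biotin wells as full block of FRET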
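Assay system: NR2E3–RetCOR corepressor complex. Quantity: 1.35 nM GST-NR2E3. Buffer or medium: pH 7.5 Tris-based buffer. Reagent: biotinylated RetCOR corepressor at 7 nM final. Schedule: 5 h at 4 °C. Detection: TR-FRET, emission read at 617 and 671 nm. Replicates: one well per compound, singlicate testing.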
An asterisk follows results filed as active; . = no result given. Not all compounds are listed, so the mix of outcomes need not match the whole.

SMILES	NR2E3 ag-1	LMP1 NFkB inh	KKLEB tox	Peg3 prom inh	TRPM1 prom inh	HIF-2a block	Shn3 inh set2	hiPSC survival	TRAIL sens C8	CF NFkB inh	NR2E3 ag-2
CNC(=O)COc1ccc(Nc2nnc(-c3ccc(C)c(S(N)(=O)=O)c3)c3ccccc23)cc1	-36	7	-1	-4	14	19	-3	-0.6	-6	5	-1
COC(=O)c1nn(-c2c(C)n(C)n(-c3ccccc3)c2=O)cc1O	-7	-27	6	13	5	4	-28	-0.8	-3	-1	3
Cc1ccc(C(=O)NC(=S)NCC(=O)c2ccccc2)cc1	-46	-17	-1	-111	-19	-150	-22	3.3	9	5	0
CCN(CC)c1ccc([C@H]2[C@@H]3CCCC[C@]3(O)CCN2CC(=O)NCc2ccco2)cc1	-3	-2	1	9	3	6	0	0.0	1	-7	1
Cc1ccc(-c2nnc(C)c(N3CCOCC3)n2)cc1	-12	-2	-3	3	-10	2	2	-0.7	-8	11	-1
Nc1nonc1OCCN1CCN(c2ccc([N+](=O)[O-])c3cccnc23)CC1	-4	11	-7	20	-6	18	5	2.2	18	-6	0
CSCCCN1CCC(n2nccc2NC(=O)CCCc2ccccc2)CC1	21	-2	-12	-4	-7	3	-10	-0.3	-21	0	-1
CCCNC(=O)NC(=O)CSc1nc2cc(C(=O)OC)ccc2c(=O)n1-c1ccccc1	-26	-6	6	0	0	4	20	6.7	6	-13	-1
COc1ccc(CCN2CCCC(CN(C)Cc3cc(OC)c(OC)c(OC)c3)C2)cc1 (stereo unspecified)	-13	-6	-10	-15	-8	12	14	-0.8	3	12	-2
COc1ccc(N2CCN(C(=O)c3ccc(NS(=O)(=O)c4cccc(F)c4)cc3)CC2)cc1	19	-15	-4	-4	-2	-41	-6	5.4	3	9	-2
Cc1ccc(C)c(NS(=O)(=O)c2cc3c4c(c2)CC(=O)N4CCC3)c1	15	7	10	9	4	4	3	-0.4	2	4	2
CC1=CC(=O)N(c2cccc3c(N4C(=O)C=C(C)C4=O)cccc23)C1=O	0	-5	4	-4	4	-8	22	-4.7	2	-40	.
O=C(CCCn1c(=O)[nH]c2ccsc2c1=O)N1CCN(Cc2ccc3c(c2)OCO3)CC1	-7	7	-8	-4	5	16	9	-1.7	-15	1	-1
O=C(Nc1cc(=O)[nH]c2ncnn12)c1ccco1	-6	3	4	4	10	8	11	0.0	-2	5	0
COc1ccc(N(CC(=O)NC2CCCCC2)C(=O)c2ccc(C)s2)cc1OC	-6	-3	-1	1	-2	4	0	-0.4	9	-20	2
Cc1cccc(NC(=O)CC2NCCNC2=O)c1 (stereo unspecified)	-28	0	1	-20	10	-8	0	2.0	1	1	6
CC(C)(C)NC(=O)C(=O)NCCC1=CCCCC1	-12	-4	-4	-67	-35	-47	-20	-0.7	-2	6	-3
CN1OC[C@@H]2CN(Cc3ccccc3)[C@H](c3ccc(-n4ccnc4)cc3)C[C@@H]21	-4	.	-1	17	.	7	-1	4.9	-12	-15	.
O=C(c1ccc(Cl)s1)N1CCN(C23CC4CC(CC(C4)C2)C3)CC1	10	-7	21	-13	-3	8	-13	-0.2	6	-22	5
CCc1ccc(/C=C\C(=O)N2CCCC2)cc1	-78	-9	-4	-173	-43	-265	-61	1.0	23	-10	-4
CC(C)(CNC(=O)c1cccs1)N1CCOCC1	17	7	10	11	-10	6	-6	0.0	1	-9	-1
CC(C)(C)NC(=O)C1CCN(c2ccc(S(=O)(=O)N3CCOCC3)cc2Cl)CC1	10	2	3	-5	-3	11	11	0.1	14	8	2
CSc1ccccc1NC(=O)c1noc(C)c1[N+](=O)[O-]	-10	-1	2	13	15	-10	-18	-0.5	-11	-6	-4
CC(C)OC(=O)c1cn(-c2ccccc2)nc1-c1ccc2c(c1)OCCO2	-19	5	3	19	2	9	7	-1.7	3	15	0
CCOC(=O)c1cccc(NC(=O)C2CCCO2)c1 (stereo unspecified)	-14	-1	-5	7	7	-6	-3	1.6	0	2	0
O=[N+]([O-])c1ccc(O)c(P(=O)(c2ccccc2)c2ccccc2)c1	-16	-3	0	9	4	12	3	-0.4	-5	2	2
COc1ccc(NS(=O)(=O)c2ccc(NC(=S)NC(=O)/C=C/c3ccccc3)cc2)nn1	8	-8	-5	21	0	24	-8	4.2	30	3	-1
CCC(=O)Nc1sc(C(=O)Nc2ccccc2OC)c(C)c1C(=O)OC	-1	-8	-14	-17	-3	-59	20	1.4	6	-13	2
Cc1cccc(C)c1N1C(=O)CCC(C)(C)C1=O	-6	50*	-6	-1	-4	19	-14	1.2	-20	1	-1
Cc1nnc(SCC(=O)N2CCCc3ccccc32)[nH]c1=O	5	-1	-4	10	11	-1	8	-2.8	6	1	-4
CCN1C(=O)/C(=C\c2ccc3c(c2)OCO3)C(C(=O)OC)=C1C	-41	-8	-11	9	5	8	-2	0.3	-1	-1	1
N#Cc1ccc(CSc2nnc(-c3ccncc3)n2CCc2ccccc2)cc1	0	-12	2	24	-5	14	41	4.9	12	-8	-4
CC(C)(C)NS(=O)(=O)c1ccc(NS(=O)(=O)Cc2ccccc2)cc1	-6	7	-17	5	0	-7	-34	1.4	25	5	-4
CC(=O)Nc1ccccc1C(=O)C(=O)NCCc1ccccc1	4	-17	14	-15	-9	-62	-19	0.0	-9	-25	2
Cc1cccc(N2CCN(C(=O)COc3noc4nc(C)cc(C)c34)CC2C)c1 (stereo unspecified)	-6	4	-23	10	.	8	-4	-0.5	-2	17	.
O=C(NCCCN1CCOCC1)c1cn(-c2ccccc2)nc1-c1ccc(F)cc1	-16	-11	15	7	-12	6	-12	1.6	14	-12	.
Cc1cc(NC(=O)NC(=O)c2cccc(OC(F)(F)C(F)F)c2)n[nH]1	-61	-31	4	-181	-35	-158	-32	-0.4	2	-10	-2
O=C(COC(=O)C1CC(=O)N(Cc2ccccc2)C1)Nc1ccc([N+](=O)[O-])cc1Br (stereo unspecified)	-23	-4	9	-7	.	-2	-21	-0.5	-6	-19	.
CCOC(=O)c1ccc(NC(=S)NNC(=O)c2cc(-c3cccnc3)nc3ccccc23)cc1	-19	-1	2	7	6	-12	-13	-0.4	-4	-11	-1
Cc1ccc(-c2noc(-c3cc(C(C)(C)C)nn3Cc3ccccc3)n2)cc1	-9	.	1	13	.	11	.	0.3	3	2	-1
Cc1ccc(S(=O)(=O)N2CCN(C(=O)CN3CCN(C)CC3)C2)cc1	9	-2	0	4	2	11	-25	-2.2	-4	-1	3
O=C(N/N=C/c1cccc(OCc2ccccc2)c1)c1ccc(Br)o1	-36	-8	-10	-73	5	-86	-3	-0.1	5	-7	2
CC(=O)c1cnc2c(-c3ccccc3)c(C(F)(F)F)nn2c1C	7	-8	-8	12	2	22	7	-2.3	1	3	0
COC(=O)[C@H](C)NC(=O)Nc1ccc(OC)c(OC)c1	-21	-6	-2	1	-20	11	-6	-1.1	-13	-11	2
COC(=O)C1=CN(Cc2ccc(OC)c(OC)c2)C=C(C(=O)OC)C1c1ccc(O)cc1	-9	-1	-13	-3	3	3	4	-0.1	3	36	.
O=C1/C(=C/c2cccs2)SC(=S)N1N1CCOCC1	-9	-4	-5	-26	-19	-38	-2	-0.1	0	1	-3
O=C(COc1ccccc1F)NNC(=O)c1ccc2c(=O)n3c(nc2c1)CCC3	-4	2	1	-8	10	-5	-13	0.1	7	15	0
CCOC(=O)N1CCN(S(=O)(=O)c2ccc(C(=O)Nc3nc4ccccc4s3)cc2)CC1	-17	-12	12	3	-5	-1	27	3.3	16	-10	0
C=CCN(C(=O)Cc1cccs1)c1nc(-c2ccc(S(C)(=O)=O)cc2)cs1	26	-12	3	-8	-44	-25	23	-0.3	12	15	6
COc1ccc(C)cc1N1CC(C(=O)Nc2cccc(C(=O)NC3CC3)c2)CC1=O (stereo unspecified)	1	3	-7	-3	.	7	-11	-1.6	-6	10	.
Fc1cccc(CN2CCCCCCC2)c1	-18	0	4	-4	4	-1	3	1.4	-18	2	-1
C/C(=N/NS(=O)(=O)c1cc(C)ccc1C)c1c[nH]c2ccccc12	13	-1	0	16	10	18	-8	-0.5	-9	-13	-2
CC(C)C(=O)Nc1ccc(NC(=O)c2ccc([N+](=O)[O-])cc2Cl)cc1	-13	0	-11	0	9	14	6	0.1	2	-22	-2
Cc1cccc(C)c1NC(=S)N(CCCN1CCOCC1)Cc1cccnc1	4	-3	-13	10	2	16	8	-0.8	-5	2	2
CN(C(=O)Cn1nc(C(=O)O)c2ccccc2c1=O)c1ccccc1	0	-3	12	7	6	11	8	-0.6	-4	-12	2
Cn1nccc1NC(=O)CC(CC(=O)O)c1ccccc1 (stereo unspecified)	-4	2	2	3	-8	8	-6	0.1	-9	0	2
Cc1onc(-c2ccccc2)c1C(=O)N1CCCC(C(F)(F)F)C1 (stereo unspecified)	-19	-1	3	-5	5	15	-2	0.9	-40	0	-1
COc1ccc(CCn2c(N)cc(=O)[nH]c2=S)cc1OC	-1	3	-14	-1	16	13	4	5.0	-3	17	2
CC(Sc1nc2ccccc2c(=O)n1CC1CCCO1)C(=O)N(C)c1ccccc1 (stereo unspecified)	-7	-9	-2	17	1	3	-2	-3.0	0	5	-4
O=C(Cc1c(Cl)cccc1Cl)OCC(=O)N1CCc2ccccc2C1	-1	-4	-7	-30	3	-17	-15	1.9	-4	25	0

Quoted at random: 2 records from the list, in no set order.
SMILES	NR2E3 ag-1	LMP1 NFkB inh	KKLEB tox	Peg3 prom inh	TRPM1 prom inh	HIF-2a block	Shn3 inh set2	hiPSC survival	TRAIL sens C8	CF NFkB inh	NR2E3 ag-2
COc1ccc(C)cc1N1CC(C(=O)Nc2cccc(C(=O)NC3CC3)c2)CC1=O (stereo unspecified)	1	3	-7	-3	.	7	-11	-1.6	-6	10	.
Cc1onc(-c2ccccc2)c1C(=O)N1CCCC(C(F)(F)F)C1 (stereo unspecified)	-19	-1	3	-5	5	15	-2	0.9	-40	0	-1

Remaining list, next part:
SMILES	NR2E3 ag-1	LMP1 NFkB inh	KKLEB tox	Peg3 prom inh	TRPM1 prom inh	HIF-2a block	Shn3 inh set2	hiPSC survival	TRAIL sens C8	CF NFkB inh	NR2E3 ag-2
CC(C)C(=O)Nc1nc2c(c(=O)[nH]1)CCCC2	-16	-9	3	5	-2	13	4	-0.2	10	-2	1
CC(=O)NC1=NN(C(C)=O)C(C)(CS(=O)(=O)c2ccc(C)c(C)c2)S1 (stereo unspecified)	-19	-7	-5	13	1	2	-21	-0.7	-6	-4	-1
CC(C)n1cc(CN2CCCC(C(=O)Nc3ccccc3Oc3cccnc3)C2)cn1 (stereo unspecified)	-4	-1	6	20	3	19	8	0.0	2	17	7
Cc1c(Cl)cccc1NC(=O)C1=COCCO1	-15	1	-6	-55	-17	-32	-3	-0.4	-17	-6	0
COc1ccccc1-c1cnc(C(O)c2ccc(Cl)cc2)[nH]1 (stereo unspecified)	5	.	2	13	.	-7	1	1.7	5	-3	.
CC(C)NC(=O)C1(S(=O)(=O)c2ccccc2)CC=CC1	-13	4	3	3	-10	11	-2	1.6	-13	2	0

Screens as filed in PubChem BioAssay.
